# High-throughput results from PubChem BioAssay.
# TDP1 block – blocks human tyrosyl-DNA phosphodiesterase 1 | recombinant TDP1, AlphaScreen DNA substrate cleavage | Potency, µM (series often up to 130 µM), without a hit: top-dose activity change, negative = inhibition, hits mostly inhibitors | 350,000 compounds, 0.28% hits; also: nearly all actives have a fitted effect of over 40% in size
# Target sequence (Q9NUW8 whole entry, looked up): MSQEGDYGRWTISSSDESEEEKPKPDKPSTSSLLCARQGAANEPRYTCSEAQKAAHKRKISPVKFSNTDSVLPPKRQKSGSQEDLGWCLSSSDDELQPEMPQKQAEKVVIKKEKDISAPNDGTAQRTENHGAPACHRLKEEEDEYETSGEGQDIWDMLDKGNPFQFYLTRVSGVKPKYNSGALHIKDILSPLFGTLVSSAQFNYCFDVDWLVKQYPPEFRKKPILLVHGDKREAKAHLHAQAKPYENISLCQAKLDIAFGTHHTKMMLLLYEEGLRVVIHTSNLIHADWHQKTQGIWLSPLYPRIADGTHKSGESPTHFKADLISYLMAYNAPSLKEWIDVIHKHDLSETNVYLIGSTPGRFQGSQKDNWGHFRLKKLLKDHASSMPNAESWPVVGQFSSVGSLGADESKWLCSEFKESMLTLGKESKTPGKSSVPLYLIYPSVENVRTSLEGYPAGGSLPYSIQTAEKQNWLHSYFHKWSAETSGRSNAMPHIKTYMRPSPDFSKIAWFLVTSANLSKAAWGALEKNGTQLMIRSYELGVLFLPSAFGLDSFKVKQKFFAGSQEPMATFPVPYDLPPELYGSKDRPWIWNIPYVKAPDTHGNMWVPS
#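 AlphaScreen read-out: signal falls as enzyme removes the 3' tyrosine-FITC from a 5'-biotinylated DNA oligo (15 nM, 5 min, RT). Enzyme was E. coli-made recombinant Tdp1 at 1 nM, exposed to compound for 15 min beforehand; beads 10 ug/ml, 10 min.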
# N370S GC mod – inhibitors or activators of N370S glucocerebrosidase for Gaucher disease; Potency, µM (series often up to 59.4 µM), inactives show top-dose activity change, negative = inhibition, most hits filed as inhibitors; 330,000 compounds, 0.092% hits; N370S GC spleen homogenate, 4MU-glucoside fluorescence; P04062;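 also: 0% = full enzyme activity and -100% = no enzyme basal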
# FEN1 inhibitor – blocks human flap endonuclease 1; Recombinant FEN1 flap cleavage, fluorescence, 15 min; AID 588795; 390,000 compounds, 0.35% hits; Potency, µM (doses to about 114 µM), for the others: at the top dose activity change, negative = inhibition, hits mostly inhibitors; P39748; also: nearly all actives have a fitted effect of over 65% in size
# Target sequence (P39748 whole entry, looked up): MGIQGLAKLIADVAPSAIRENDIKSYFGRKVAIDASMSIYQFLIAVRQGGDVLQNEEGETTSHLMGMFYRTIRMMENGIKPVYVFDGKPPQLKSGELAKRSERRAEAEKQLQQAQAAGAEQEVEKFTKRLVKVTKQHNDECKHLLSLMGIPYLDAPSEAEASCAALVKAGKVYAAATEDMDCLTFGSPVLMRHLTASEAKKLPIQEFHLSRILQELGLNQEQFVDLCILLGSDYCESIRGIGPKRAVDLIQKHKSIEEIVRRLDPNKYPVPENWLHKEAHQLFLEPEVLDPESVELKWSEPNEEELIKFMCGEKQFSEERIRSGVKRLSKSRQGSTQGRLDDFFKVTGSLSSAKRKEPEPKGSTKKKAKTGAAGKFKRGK
#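 Nuclease activity of 10 nM FEN1 was measured after 15 min of room-temperature exposure to titrated compounds, by adding 50 nM flap substrate and reading plates at 0 and 15 min.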
# * marks the source's active call; other numbers are inactive results; ? = inconclusive; nt = no result given; & = joins results of further samples; [ ] = dose if it differs, or a comment. Calls follow the shape of the dose curve; as a rule, active = well fitted curve in the direction sought with a large enough effect; inconclusive = small, poorly fitted or top-dose-only effect, or another doubt; inactive = no such curve, though single readings can be large; an effect the other way counts as inactive or inconclusive. Unless noted, % is scaled to controls: 0 for no effect and ±100 for the full control effect; potency is read from the fitted curve at half-maximal effect.
SMILES,TDP1 block,N370S GC mod,FEN1 inhibitor
O=[n+]1cc(-c2ccccc2)n([O-])c2c1CCC2,9.5%,3.6%,-0.1%
CCN1C(=O)c2cccc3c(S(=O)(=O)NCc4ccccc4)ccc1c23,-5.6%,nt,-19.9%
CCOc1ccc(S(=O)(=O)N2CCN(C(=O)c3sccc3C)CC2)cc1,4.6%,-1.5%,5.6%
COc1ccc(C2=NN(CCC(=O)NCC3CCCO3)C(=O)CC2)cc1 (configuration not stated),2.5%,-0.5%,-0.9%
Cc1ccc(C(C#N)N2CCOCC2)cc1 (configuration not stated),5.8%,8.2%,11.7%
O=C(Cc1ccc(Cl)c(Cl)c1)Nc1ccccc1N1CCOCC1,6.9%,12.3%,6.9%
CCOc1ccc(-c2nnc(SCC(=O)NCCc3ccccc3)nc2-c2ccc(OCC)cc2)cc1,5.2%,nt,19.1%
COc1ccc(-c2noc(-c3ccc(N4CCN(c5ccccc5)CC4)c([N+](=O)[O-])c3)n2)cc1,8.6%,nt,-8.8%
CCc1cccc(C)c1NC(=O)CN1C(=O)C2(SCC(=O)N2c2cc(C)cc(C)c2)c2ccccc21 (configuration not stated),1.1%,nt,7.9%
COc1ccc(C2CC2/C(=N/OC(=O)c2cccs2)c2ccccc2)cc1 (configuration not stated),-2.0%,?,7.3%
Cc1c(N2C(=O)/C(=C3\C(=O)N(CC(=O)O)c4ccccc43)SC2=S)c(=O)n(-c2ccccc2)n1C,2.5%,-2.1%,12.5%
O=C1C(Cc2ccccc2)Nc2ncnc(N3CCOCC3)c2N1Cc1ccc(Cl)cc1 (configuration not stated),nt,-0.3%,-10.5%
CCOc1ccccc1OCCCC(=O)N1CCN(S(=O)(=O)c2ccc(Cl)cc2)CC1,2.7%,nt,-19.0%
CC(C)(C)NC(=O)Cn1nnc(-c2ccc(OCc3c(F)cccc3Cl)cc2)n1,3.9%,-10.2%,4.8%
COc1ccccc1-c1c(-c2ccc(O)cc2O)n[nH]c1C(F)(F)F,8.2%,?,-21.7%
Cc1ccc(NC(=O)C(C)Sc2nc(-c3ccccc3)cc(=O)[nH]2)cc1 (configuration not stated),nt,-5.0%,0.2%
CCC(=O)N1CCc2cc(S(=O)(=O)N3CCc4ccccc4C3)ccc21,-2.3%,-1.2%,-1.4%
Cc1nnc(C)c2c(C)n(-c3ccc(Cl)c(N)c3)c(C)c12,nt,?,-18.4%
COc1ccc(CCNC(=O)C2=C(C)C(=O)OC23CCCCC3)c(OC)c1,5.8%,nt,-1.4%
Cc1cc(C)c2oc(C(=O)Nc3c(C(=O)c4ccc(F)cc4)oc4ccccc34)cc(=O)c2c1,6.1%,nt,10.1%
COc1ccc(NC(=O)CN2CCN(c3ccccc3)CC2)cc1,-2.6%,-1.4%,1.3%
C=C(C)CN1CCN(S(=O)(=O)c2ccc(C)c(N(C)S(=O)(=O)c3ccc(C)cc3)c2C)CC1,1.2%,2.8%,-3.8%
CCn1c(Cc2ccccc2)nnc1SCC(=O)Nc1cc(C)on1,8.7%,-2.6%,-6.5%
CCN(C(=O)COC(=O)c1n[nH]c2ccccc12)C1CCS(=O)(=O)C1 (configuration not stated),-2.2%,4.1%,-6.4%
CCCCNC(=O)c1cc2c(=O)n3cccc(C)c3nc2n(Cc2ccncc2)c1=N,2.8%,-6.0%,11.7%
COc1ccc(/C=N/NC(=O)c2cccnc2)cc1CN1CCCc2ccccc21,10.3%,-6.5%,?
CCc1ccccc1NC(=O)[C@@H]1CCC(=O)N1C1OC(=O)c2ccccc21 (some centres not stated),nt,-6.5%,-1.2%
Cc1cc(NC(=O)Nc2ccc3c(ccn3C)c2)sn1,12.4%&12.8%[56.1 µM],-0.9%&-1.0%,?
O=C(Cn1cnc2ccccc2c1=O)N1CCc2ccccc2C1,2.4%,1.7%,18.0%
CCOc1ccccc1-n1c(SCC(=O)N2CCCC2)nnc1-c1ccc(O)cc1,8.2%,10.5%,3.3%
COCCNC(=O)C(c1ccc(C)cc1)N(C(=O)CCC(=O)Nc1ccccn1)c1ccc(F)cc1 (configuration not stated),nt,-2.7%,2.2%
CC(=O)NC(CC(=O)N(C)Cc1c(F)cccc1Cl)c1ccccc1 (configuration not stated),-2.5%,16.6%,12.9%
Cc1ccccc1C(=O)NNC(=O)CCC(=O)Nc1cccc(Cl)c1C,2.3%,-4.6%,4.7%
O=C(/C=C/c1ccc([N+](=O)[O-])cc1)NCc1cccnc1,1.0%,-3.7%,12.5%
COc1cc(OC)cc(-n2c3nc4ccccc4nc3c3c(=O)n(CC4CCCO4)cnc32)c1 (configuration not stated),3.1%,4.7%,0.8%
C#Cc1ccc(CN2CCC(C(=O)Nc3ccc(Oc4ccccc4)nc3)CC2)cc1,3.1%,-20.5%,-24.4%
CN(C)c1ccc(-n2cccc2)cc1,3.6%,7.6%,1.6%
COc1cccc(/C=C/C(=O)OCC(=O)N2c3ccccc3NC(=O)C2(C)C)c1,7.9%,-3.7%,-2.7%
CNC(=O)C12CC3CC(CC(Cl)(C3)C1)C2,5.4%,4.4%,-7.2%
O=C(O)CC/C(=N/NC(=O)c1ccc(-c2ccccc2)cc1)c1ccccc1,4.9%,-11.9%,-8.5%
O=C(CN1C(=O)CCSc2ccc(S(=O)(=O)N3CCCC3)cc21)Nc1cccc(F)c1,4.1%,nt,20.8%
CN1C(=O)c2ccc(NC(=O)c3ccc(Cl)cc3Cl)cc2C1=O,3.7%,-1.1%,6.3%
CC1CCN(c2ccc(-c3cccs3)nn2)CC1,nt,-0.7%,-2.4%
COCc1nnc(NC(=O)c2cc(C(=O)OC)cc([N+](=O)[O-])c2)s1,0.0%,15.4%,2.4%
COC(=O)[C@@]1(Cc2ccccc2)[C@H]2C(=O)N(C)C(=O)[C@H]2[C@H]2CN=C(SCc3ccccc3)N21,-2.5%[56.1 µM],nt,0.8%
CC1CCC2(CC1)C(Nc1cccc(Cl)c1)=NC(=S)N2CC#N (configuration not stated),5.2%,9.3%,2.9%
CCC(C)NC(=O)CSc1nc2n[nH]c(C)c2c(=N)n1-c1cc(Cl)ccc1C (configuration not stated),0.0%,nt,-8.4%
CC(C)Oc1ccc(N2CC(C(=O)Nc3ccc(N4CCOCC4)cc3)CC2=O)cc1 (configuration not stated),1.2%,10.6%,0.5%
O=C(OCC(=O)c1ccc[nH]1)c1ccc(F)c(S(=O)(=O)N2CCOCC2)c1,-7.1%,nt,10.0%
CC(C)NS(=O)(=O)c1ccc(OCC(=O)Nc2ccc3c(c2)OCCO3)cc1,2.3%,1.0%,1.5%
# New compounds follow
SMILES,TDP1 block,N370S GC mod,FEN1 inhibitor
Cc1nnc(SCC(=O)Nc2ccc3c(c2)OCCO3)n1CC1CCCO1 (configuration not stated),-4.3%,0.8%,-5.3%
CC1CCCCN1C(=O)c1ccc2c(c1)N(Cc1ccc(Cl)cc1)C(=O)c1ccccc1S2=O (configuration not stated),3.5%,nt,-3.6%
COc1ccc(CNC(=O)C(=O)NCC2OCCCN2S(=O)(=O)c2cccs2)cc1 (configuration not stated),0.9%,-1.4%,-2.6%
CCOC(=O)c1c(NC(=O)c2ccco2)n(C2CCCCC2)c2nc3ccccc3nc12,3.8%,25.4%,-18.2%
Cc1ccc(C(=O)CNc2cc(C)ccc2C)cc1,nt,-4.1%,-15.8%
O=C(Nc1ccccc1C(=O)NCCCn1ccnc1)c1ccc(Cl)cc1Cl,-5.6%[56.1 µM],3.2%,2.6%
Cc1ccc(C(=O)Nc2nccs2)cc1S(=O)(=O)N1CCCCC1,-1.0%,8.9%,14.0%
COc1ccc(C(C)C)cc1S(=O)(=O)Nc1ccncc1,2.5%,-4.0%,-4.1%
O=C(CCCc1ccccc1)NCCCc1ccccc1,4.1%,-4.8%,-1.0%
O=C(CCCCCn1c(=O)[nH]c2ccsc2c1=O)NCc1ccccc1,8.8%,nt,-0.4%
COc1ccc(OC)c(-c2csc(-c3cccs3)n2)c1,6.9%[0.0935 µM],22.6%,-21.9%
O=C(O)c1n[nH]nc1-c1ccccc1,5.1%,0.3%,-1.8%
CCC(C)NC(=O)Cn1c(=O)n(-c2ccc(C)c(C)c2)c(=O)c2c3c(sc21)CCCCC3 (configuration not stated),-3.6%,nt,-23.7%
Clc1ccc(CNc2ncccn2)cc1,nt,-4.2%,6.8%
NS(=O)(=O)c1ccc(NC(=O)CSc2nc(Nc3ccccc3)nc(N3CCOCC3)n2)cc1,3.7%,-3.2%,3.8%
Cc1ccc(Nc2nc(C)c3c(n2)CC(C)CC3=O)c(C)c1 (configuration not stated),4.7%,-0.3%,0.3%
Cc1cc2ncn(/N=C/c3cc(Br)ccc3O)c2cc1C,-4.2%,-0.2%,nt
O=C(C1=C(O)C(=O)N(CCN2CCOCC2)C1c1cccc(O)c1)c1cc2ccccc2o1 (configuration not stated),6.3%,-6.9%,-0.8%
Cc1cc(C)c(C(=O)N(C)CC2CCCN(CCc3ccccc3F)C2)o1 (configuration not stated),4.4%,-21.7%,-4.2%
COC(=O)N/N=C/c1cc(N=Nc2ccccc2)ccc1O,6.0%,-28.7%,2.0%
Cc1ccc(F)cc1NC(=O)Cc1nn(C)c(=O)c2ccccc12,2.0%,-6.2%[12.8 µM],0.9%
Cc1ccc(C)c(C(=O)CCC(=O)NCc2ccc(Cl)cc2)c1,-2.5%,-6.4%,-18.1%
CCC(C)(C)c1ccc(Oc2ccc(NC(=O)COC(=O)C3=COCCO3)cc2)cc1,2.6%,?,-30.2%
CCOc1cc(/C=N/NC(=O)CSc2cccc3cccnc23)ccc1O,5.0%,13.7%,-0.9%
CCOC(=O)c1c(C)c(C(=O)NCc2ccc(Cl)cc2)c(C)n1C,0.0%,nt,14.0%
CNC(=O)/C(=C\c1ccc2c(c1)OCO2)NC(=O)c1ccc(Br)cc1,-1.2%,2.7%,-4.0%
O=C(/C(=N/N=C/c1ccc(O)c(O)c1)c1ccccc1)c1ccccc1,5.7%,-0.5%,0.3%
COc1ccc(C2C(C(=O)NCc3ccccn3)CCC(=O)N2c2cc(OC)c(OC)c(OC)c2)cc1 (configuration not stated),7.5%,4.6%,-5.0%
Cc1ccc(-n2c(C)cc(C(=O)COC(=O)C3=NNC(=O)CC3)c2C)cc1,7.6%,18.7%,0.0%
COC(CN(C)S(=O)(=O)c1cc2c3c(c1)CCC(=O)N3CCC2)OC,1.6%,-14.5%,1.0%
CN(Cc1nc(C(c2ccccc2)c2ccccc2)no1)CC1COCCO1 (configuration not stated),11.1%,6.0%,-2.5%
CC(C)C(=O)NNC(=O)CSc1ncnc2c1cnn2-c1ccccc1Cl,nt,2.9%,-2.7%
O=Cc1ccccc1-c1cn(CN2C(=O)c3ccccc3C2=O)nn1,nt,2.7%,9.6%&-13.9%
O=C(c1csc2ccccc12)N1CCN(c2ccccn2)CC1,1.0%,-6.8%,8.3%
CCOC(=O)c1cn(-c2ccc(F)c(F)c2F)c2c(F)c(F)c(F)cc2c1=O,1.0%,-24.5%,14.9%
CCOc1cccc(C(=O)Nc2cc(C)c(O)c(-c3nc4ncccc4o3)c2)c1,-3.2%,nt,-2.2%
CCCN1C(=O)C2(C(C(=O)c3ccc(C)o3)=C(O)C(=O)N2CCCOC)c2ccccc21 (configuration not stated),nt,2.2%,-6.1%
COc1ccc(C)cc1S(=O)(=O)NC(C)C(=O)NC1CC1 (configuration not stated),0.6%,-5.5%,-12.3%
